5HT1a ag – 5-HT1a (human) receptor agonism; AID 567; activation, % at 10 µM; CHO 5-HT1a Ga15 NFAT-bla reporter, FRET ratio; 0% basal, 100% maximal reference agonist; 65,000 tested, 0.56% active;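 active means activation above the screen-wide mean activation plus 3 SD, cut at about 19% in these data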;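 further: 0% = DMSO wells and 100% = 5-CT at EC100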
D1 mod – allosterically modulates the human D1 dopamine receptor | B-score at 10 µM | P21728 | 58,000 tested, 5.9% active | HEK293 D1, CRE-luciferase, dopamine EC30 potentiation; actives deviate in either direction | AID 641;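 active means luminescence count or its row- and column-corrected plate score outside the 99.7% band of the plate's sample wells, on either side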
M1 antagonist – blocks the rat M1 muscarinic receptor response to acetylcholine. P08482. CHO-M1 cells, Fluo-4 calcium, ACh EC80 antagonist mode; hits give low values. B-score at 10 µM. 64,000 tested, 3.4% active. AID 628;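 active means calcium fluorescence response, raw or row-and-column corrected B-score, differing from the plate sample mean either way at a set confidence level, mostly lower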
NADH enzymes – blocks coupling enzymes of NAD/NADH assays | IC50, µM (series often up to 10 µM), without a hit: at the highest dose inhibition | 65,000 tested, 0.02% active | coupled PK/LDH NADH assays, four targets | AID 774;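 active means single-dose screening hits from any of four coupled enzyme assays that gave an IC50 when retested across doses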;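 further: the DPM-DC format reads NADH fluorescence rather than 340 nm absorbance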
Hsp90 block – displaces geldanamycin probe from tumor Hsp90 | inhibition, % at 30 µM | 64,000 tested, 0.35% active | NCI-N417 lysate Hsp90, Cy3B-geldanamycin FP displacement | P07900;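 active means inhibition above 50%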;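 further: 0% = tracer plus lysate wells and 100% = tracer alone without lysate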
HER2 expr 66K – Her2 kinase expression inhibition. P04626. 65,000 tested, 0.69% active. SKBR-3 HER2 protein level, AlphaScreen, 18-24 h; hits give low values. HER2 level % of control, % at 10 µM. AID 645;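 active means HER2 level under 5% of the carrier-only control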;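 further: 100% = DMSO carrier and 0% = 500 nM PU-H71 HSP90 inhibitor; lower value means stronger loss of Her2 protein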
M1 agonist – agonists of M1 muscarinic receptor; CHO-M1 cells, Fluo-4 calcium fluorescence, agonist mode; hits give high values; B-score at 10 µM; 64,000 tested, 3% active;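 active means fluorescence rise, raw or as B-score row- and column-corrected plate score, outside the 99.7% band of its plate's samples, either direction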
E coli RNAP – Escherichia coli RNA polymerase inhibition. inhibition, %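 (tested at 10 µM)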. AID 559. P0A8V2. 62,000 tested, 0.2% active. E. coli RNA polymerase, fluorescence transcription assay; in the data active means inhibition above about 20%;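 further: 0% = enzyme without compound and 100% = no enzyme blank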
Target sequence (P0A8V2 whole entry, looked up): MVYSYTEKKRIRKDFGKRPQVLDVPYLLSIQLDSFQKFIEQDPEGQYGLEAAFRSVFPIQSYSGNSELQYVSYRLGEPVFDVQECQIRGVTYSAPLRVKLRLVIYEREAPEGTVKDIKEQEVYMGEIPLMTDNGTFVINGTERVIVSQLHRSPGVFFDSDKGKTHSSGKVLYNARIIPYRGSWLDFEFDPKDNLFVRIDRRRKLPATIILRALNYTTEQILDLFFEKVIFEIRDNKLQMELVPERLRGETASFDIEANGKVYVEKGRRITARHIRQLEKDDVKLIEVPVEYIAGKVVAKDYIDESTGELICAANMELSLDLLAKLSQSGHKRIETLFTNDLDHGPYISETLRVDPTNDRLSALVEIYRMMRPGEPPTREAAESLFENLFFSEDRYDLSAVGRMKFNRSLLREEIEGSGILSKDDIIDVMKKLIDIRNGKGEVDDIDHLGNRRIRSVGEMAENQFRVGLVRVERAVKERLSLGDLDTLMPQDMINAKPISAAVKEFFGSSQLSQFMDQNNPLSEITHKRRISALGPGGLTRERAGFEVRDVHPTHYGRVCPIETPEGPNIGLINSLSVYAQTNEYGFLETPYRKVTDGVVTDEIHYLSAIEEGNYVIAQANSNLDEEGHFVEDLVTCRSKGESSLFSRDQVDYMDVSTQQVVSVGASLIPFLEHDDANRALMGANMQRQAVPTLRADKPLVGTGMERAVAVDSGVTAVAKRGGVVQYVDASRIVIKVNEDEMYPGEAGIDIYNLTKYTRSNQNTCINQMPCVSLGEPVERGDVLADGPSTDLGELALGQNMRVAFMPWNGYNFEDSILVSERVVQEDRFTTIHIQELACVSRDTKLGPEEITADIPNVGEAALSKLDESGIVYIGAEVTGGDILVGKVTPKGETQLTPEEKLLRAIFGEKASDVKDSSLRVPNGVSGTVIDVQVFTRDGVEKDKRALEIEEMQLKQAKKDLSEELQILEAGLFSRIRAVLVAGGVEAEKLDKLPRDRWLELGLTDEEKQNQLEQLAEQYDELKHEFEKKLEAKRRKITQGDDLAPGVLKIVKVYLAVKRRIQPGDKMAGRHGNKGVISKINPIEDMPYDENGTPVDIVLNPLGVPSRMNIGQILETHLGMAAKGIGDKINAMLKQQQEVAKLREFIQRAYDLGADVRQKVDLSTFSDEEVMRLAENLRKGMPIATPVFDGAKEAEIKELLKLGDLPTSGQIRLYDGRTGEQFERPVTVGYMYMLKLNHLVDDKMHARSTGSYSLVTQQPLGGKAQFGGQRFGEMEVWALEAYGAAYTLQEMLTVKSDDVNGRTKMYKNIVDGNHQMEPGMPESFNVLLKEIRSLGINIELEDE
Autofluor 339 – intrinsic fluorescence of library compounds, ex339/em460 – biochemical, MLSMR library, data from DPM-DC assay, artefact control, profiling panel; compound autofluorescence, ex339/em460 nm, NADH buffer; hits give high values; 1 = no-compound wells, NADH background; fluorescence fold increase at 10 µM; 65,000 tested, 5.5% active; AID 709;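 active means at 10 µM, mean starting fluorescence two-fold or more over control wells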;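 further: signal is the first read of a kinetic run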
* hit, by the source's call; x = no result given; [ ] = dose if it differs, or a comment.

SMILES | 5HT1a ag | D1 mod | M1 antagonist | NADH enzymes | Hsp90 block | HER2 expr 66K | M1 agonist | E coli RNAP | Autofluor 339
O=C(CCc1nc2ccccc2[nH]1)Nc1ccccc1 | -1.7 | -0.23 | 0.61 | 4% | 5 | 88 | 1.1 | 4 | 1.1
CNc1nc2sc3c(c2c(=O)n1C)CC(C)(C)SC3 | 3.7 | 2.3 | -3.7 | 5% | -2 | 105 | 0.037 | -11 | 2.2*
N#Cc1nn(-c2ccccc2)nc1N1CCCCC1 | -1.6 | -0.15 | -1.1 | 6%[fluoresces] | 0 | 105 | 0.72 | 0 | 5*
COc1ccc(Nc2cc(=O)n(C3CCCCC3)c(=O)[nH]2)c(OC)c1 | -4.0 | -0.34 | 0.46 | 6% | 2 | 77 | 0.64 | 0 | 1.1
CCOC(=O)N1CCN(Cc2cc(=O)oc3ccc(Cl)cc23)CC1 | -2.6 | 0.54 | 0.7 | 10% | 0 | 83 | 0.15 | x | 1.1
CCn1c(SCC(=O)NC2CCCCC2)nc2c(c1=O)SC(C)C2 (centres undefined) | -0.8 | -0.53 | 0.89 | 7% | -2 | 87 | 1.7 | 0 | 1
Cn1nnc(C(O)CNCc2cccs2)n1 (centres undefined) | 0.1 | 0.11 | 0.67 | 5% | -1 | 142 | -0.034 | 9 | 1.1
NS(=O)(=O)c1ccc(CCNC2CC(=O)N(Cc3ccccc3)C2=O)cc1 (centres undefined) | -1.3 | -0.026 | 0.054 | 9% | -8 | x | 0.026 | 5 | 1.1
Cc1ccc2[nH]c(=O)c(COC(=O)c3ccccn3)cc2c1 | 2.3 | -0.76 | 0.72 | 10% | -3 | 92 | -0.56 | 8 | 1.4
Cc1cccc(CS(=O)(=O)Cc2ccc(C(=O)NCC3CCCO3)o2)c1 (centres undefined) | -3.0 | 1.2 | 0.0038 | 2% | -3 | 83 | -0.64 | 4 | 1
COc1ccc(-c2ncncc2-c2csc(C)n2)c(O)c1 | 1.9 | 0.65 | 0.53 | 5% | -2 | 122 | -0.47 | 7 | 1.1
C=CCn1c(=O)c2c(nc3n2CCN3c2cccc(Cl)c2C)n(C)c1=O | 0.9 | 0.22 | -0.72 | 8% | 1 | 107 | -0.79 | 8 | 1.1
c1nnc(NC2=NCCCCC2)s1 | 0.5 | 0.17 | -0.74 | 3% | -1 | 90 | -1.4 | 4 | 1
CCCNS(=O)(=O)c1ccc(CCC(=O)NCc2ccc3c(c2)OCO3)cc1 | -2.4 | -0.15 | -0.033 | 5% | -1 | 82 | -0.69 | 9 | 1.1
COCCn1c(COc2ccc(OC)cc2)nc2ccccc21 | -0.1 | 1.4 | -0.35 | 1% | -1 | 49 | 0.75 | 8 | 1.1
Cc1ccc2[nH]c(=O)c(C(c3nnnn3C(C)(C)C)N(Cc3ccco3)CC3CCCO3)cc2c1 (centres undefined) | -2.1 | -0.11 | -0.61 | 2% | -1 | 102 | -0.051 | 8 | 1.2
Cc1noc(NS(=O)(=O)c2ccc(NC(=O)CCn3c(=O)oc4ccccc43)cc2)c1C | -2.4 | -1.6 | 0.42 | 1% | 1 | 101 | 0.017 | 6 | 1
COc1ccccc1C(=O)NCCn1cc(SCC(=O)Nc2nnc(C)s2)c2ccccc21 | 0.5 | -0.81 | -0.87 | 3% | -2 | 173 | 1.1 | 7 | 1.1
O=C(NCc1ccccc1)NC1(C(=O)N2CCCC2)CCCCC1 | -1.3 | 0.95 | -0.096 | 3% | 2 | 92 | -0.075 | 0 | 1.1
Cc1ccc2c(c1)nc(NCCO)n2C | -0.1 | -0.37 | 0.27 | 10% | -7 | 91 | 1.1 | 3 | 2.1*
C=CCn1c(SCn2nnc3ccccc3c2=O)nnc1-c1ccc(Cl)cc1 | -3.0 | 1.3 | 0.15 | 6% | -1 | 98 | 0.035 | 9 | 1.1
O=C(O)c1cccc(Nc2ncnc3ccccc23)c1 | -0.6 | -0.49 | x | 1% | -2 | 90 | x | x | 1
CCOc1ccc(C2C(C#N)=C(N)Oc3cc(C)n(CCN(C)C)c(=O)c32)cc1OCC (centres undefined) | -3.2 | 0.032 | 0.28 | 0% | -3 | 122 | 1 | 5 | 1.1
CSCCC(NS(=O)(=O)c1ccc2c(c1)oc(=O)n2C)C(=O)NC1CCCCC1 (centres undefined) | -2.1 | -0.014 | 0.29 | 6% | 1 | 98 | 1.2 | 3 | 1
CN1CCN(c2nc(-c3ccccc3)c3cc(Cl)ccc3n2)CC1 | 30* | 5* | -1 | 5% | 3 | 30 | 1.1 | -2 | 1.8
CS(=O)(=O)N(CC(=O)NCc1cccnc1)Cc1ccc(Cl)cc1 | -0.9 | -0.38 | -0.29 | 8% | -4 | 78 | 0.36 | 2 | 1.1
COc1ccc(Cn2c(=O)[nH]c3cc(C(=O)NCCCN4CCCC4)ccc3c2=O)cc1 | -1.6 | 0.73 | 0.2 | 4% | 0 | 203 | -0.087 | 6 | 1.1
Cc1[nH]c2ccccc2c1C1(O)C(=O)N(Cc2ccc3c(c2)OCO3)c2ccccc21 (centres undefined) | 0.2 | 0.34 | 0.22 | 3% | -4 | 77 | -0.93 | 8 | 1.1
O=C(NCCc1nc2ccccc2[nH]1)c1ccco1 | -1.4 | 0.93 | 0.041 | 6% | -5 | 99 | 0.29 | x | 1
CCOC(=O)c1cccc(NC(=O)CCc2nc(-c3ccccc3F)no2)c1 | 1.4 | 3* | 0.26 | 5% | -2 | 76 | -0.77 | 4 | 1.1
CS(=O)(=O)N(CC(=O)NCc1ccco1)Cc1ccc(Cl)cc1 | 0.7 | -0.16 | -0.45 | 8% | -14 | 83 | 0.0042 | 2 | 1.1
CCN(CC)S(=O)(=O)c1ccc2oc(C(=O)N3CCOCC3)c(C)c2c1 | -1.0 | 0.37 | 0.3 | 4% | 0 | x | -0.37 | -5 | 1
CCN1CCN(C(c2cc3cc4c(cc3[nH]c2=O)OCO4)c2nnnn2C(C)(C)CC)CC1 (centres undefined) | -1.2 | -0.015 | 0.54 | 8%[fluoresces] | -2 | 113 | 0.021 | 2 | 4*
COc1cc(-n2c3nc4ccccc4nc3c3c(=O)n(Cc4ccco4)cnc32)cc(OC)c1OC | 1.0 | x | 0.38 | 0% | -9 | 121 | -0.52 | 9 | 1.1
CCC(=O)N1CCN(c2cc(C)ccc2C)CC1 | -0.1 | 1.1 | 0.61 | 8% | -2 | 105 | 0.016 | 10 | 1.1
CC(C)(C)c1cc(C(c2cccnc2)N2CCN(CCO)CC2)cc(C(C)(C)C)c1O (centres undefined) | -4.7 | -2.4 | -0.44 | 4% | -1 | -15* | 0.69 | 6 | 1
Cc1cc(C)n(-c2ccc(C(=O)Oc3ccc4c(c3)OCO4)cc2)n1 | 1.0 | 0.23 | -0.28 | 2% | -1 | 85 | 0.16 | 8 | 1
CC(C)C1CC(=O)NC(SCC(=O)Nc2ccc(Br)cc2)=C1C#N (centres undefined) | -1.9 | -0.7 | -1.5 | 7% | -2 | 77 | 0.82 | 3 | 1.1
Cc1ccc2[nH]c3c(c2c1)CCC3=O | -4.0 | x | -0.77 | 8%[fluoresces] | -3 | 98 | 0.79 | 9 | 3.7*
COc1c2ccoc2nc2c(OC)c(OCC(O)C(C)(C)O)ccc12 (centres undefined) | -4.8 | -0.48 | 0.029 | 1%[fluoresces] | -4 | 88 | 0.16 | -13 | 2.5*

In another format: entries from further up.
Molecule,5HT1a ag,D1 mod,M1 antagonist,NADH enzymes,Hsp90 block,HER2 expr 66K,M1 agonist,E coli RNAP,Autofluor 339
CCOC(=O)c1cccc(NC(=O)CCc2nc(-c3ccccc3F)no2)c1,1.4,3*,0.26,5%,-2,76,-0.77,4,1.1
CS(=O)(=O)N(CC(=O)NCc1ccco1)Cc1ccc(Cl)cc1,0.7,-0.16,-0.45,8%,-14,83,0.0042,2,1.1
CCN(CC)S(=O)(=O)c1ccc2oc(C(=O)N3CCOCC3)c(C)c2c1,-1.0,0.37,0.3,4%,0,x,-0.37,-5,1
CCN1CCN(C(c2cc3cc4c(cc3[nH]c2=O)OCO4)c2nnnn2C(C)(C)CC)CC1 (centres undefined),-1.2,-0.015,0.54,8%[fluoresces],-2,113,0.021,2,4*
COc1cc(-n2c3nc4ccccc4nc3c3c(=O)n(Cc4ccco4)cnc32)cc(OC)c1OC,1.0,x,0.38,0%,-9,121,-0.52,9,1.1
CCC(=O)N1CCN(c2cc(C)ccc2C)CC1,-0.1,1.1,0.61,8%,-2,105,0.016,10,1.1
CC(C)(C)c1cc(C(c2cccnc2)N2CCN(CCO)CC2)cc(C(C)(C)C)c1O (centres undefined),-4.7,-2.4,-0.44,4%,-1,-15*,0.69,6,1
Cc1cc(C)n(-c2ccc(C(=O)Oc3ccc4c(c3)OCO4)cc2)n1,1.0,0.23,-0.28,2%,-1,85,0.16,8,1
CC(C)C1CC(=O)NC(SCC(=O)Nc2ccc(Br)cc2)=C1C#N (centres undefined),-1.9,-0.7,-1.5,7%,-2,77,0.82,3,1.1
Cc1ccc2[nH]c3c(c2c1)CCC3=O,-4.0,x,-0.77,8%[fluoresces],-3,98,0.79,9,3.7*
COc1c2ccoc2nc2c(OC)c(OCC(O)C(C)(C)O)ccc12 (centres undefined),-4.8,-0.48,0.029,1%[fluoresces],-4,88,0.16,-13,2.5*

Later entries:
SMILES | 5HT1a ag | D1 mod | M1 antagonist | NADH enzymes | Hsp90 block | HER2 expr 66K | M1 agonist | E coli RNAP | Autofluor 339
CCOCCCNC(=O)CS(=O)(=O)Cc1nc(-c2cccc(OC)c2)oc1C | -3.6 | 0.2 | 0.57 | 3% | 1 | 115 | 0.13 | 5 | 1.1
O=C(Cn1nnc(-c2ccccc2)n1)c1ccccc1 | -2.3 | x | 0.84 | 2% | 0 | 124 | -0.7 | 6 | 1.1
COCc1[nH]nc2c1C1(C(=O)N(C)c3ccccc31)C(C#N)=C(N)O2 (centres undefined) | 1.2 | -0.036 | -0.17 | 7% | -4 | 105 | -0.16 | 3 | 1.1
OCCN(CCO)c1ncnc2c1sc1nc(N3CCOCC3)c3c(c12)CCCC3 | 5.6 | x | -1.9 | 6% | -1 | 169 | 4.9 | 5 | 1.5
CCCOc1cccc(C(=O)N(Cc2ccco2)C2CCS(=O)(=O)C2)c1 (centres undefined) | -4.8 | -0.98 | 0.074 | 3% | -7 | 146 | -0.055 | 8 | 1
Cc1cc(C)n(-c2ccc(C(=O)OCC(=O)c3ccc(Br)s3)cc2)n1 | -3.5 | -0.23 | -0.53 | 7% | -11 | 96 | 0.18 | -6 | 1.1
O=C(CCn1c(=O)oc2ccccc21)N1CCN(c2ccccc2Cl)CC1 | 0.0 | 1.4 | -0.00029 | 2% | -2 | 74 | -0.013 | -14 | 1.1
CCOC(=O)Cc1csc(NC(=O)CN(C)S(=O)(=O)c2ccc3c(c2)CCC(=O)N3)n1 | -4.1 | -0.068 | -0.065 | 0% | -4 | 78 | 0.18 | 7 | 1
COC(=O)c1ccc(C2/C(=C(\O)c3ccc4c(c3)OCCO4)C(=O)C(=O)N2CCCN(C)C)cc1 (centres undefined) | -3.0 | x | -0.098 | 6% | -2 | 74 | -0.14 | x | 1
COc1ccc(CCn2c(N3CCN(C)CC3)nc3c2c(=O)[nH]c(=O)n3C)cc1 | -5.0 | -0.077 | -0.035 | 7% | -2 | 91 | -0.87 | x | 1.1
CCOC(=O)Cn1nnnc1CN(Cc1ccc(OC)cc1)Cc1cc2cc(CC)ccc2[nH]c1=O | -1.4 | 0.26 | -0.011 | 6% | -4 | 64 | -0.62 | 11 | 1.2
N#Cc1c(N2CCOCC2)nc(-c2ccco2)c2c1CCCC2 | 4.8 | x | 0.72 | 5%[fluoresces] | -6 | 56 | 0.036 | -6 | 2.3*
